# From PubChem BioAssay
# PPARg SRC1 recr: agonists of human PPARgamma SRC-1 coactivator recruitment. PPARgamma-SRC-1 coactivator recruitment biochemical assay. activation, % at 8 µM. actives 0.41% (n = 200,000); in the data active = activation above about 19%;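 note: 0% = DMSO and 100% = reference agonist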
# Target sequence (P37231 whole entry, looked up): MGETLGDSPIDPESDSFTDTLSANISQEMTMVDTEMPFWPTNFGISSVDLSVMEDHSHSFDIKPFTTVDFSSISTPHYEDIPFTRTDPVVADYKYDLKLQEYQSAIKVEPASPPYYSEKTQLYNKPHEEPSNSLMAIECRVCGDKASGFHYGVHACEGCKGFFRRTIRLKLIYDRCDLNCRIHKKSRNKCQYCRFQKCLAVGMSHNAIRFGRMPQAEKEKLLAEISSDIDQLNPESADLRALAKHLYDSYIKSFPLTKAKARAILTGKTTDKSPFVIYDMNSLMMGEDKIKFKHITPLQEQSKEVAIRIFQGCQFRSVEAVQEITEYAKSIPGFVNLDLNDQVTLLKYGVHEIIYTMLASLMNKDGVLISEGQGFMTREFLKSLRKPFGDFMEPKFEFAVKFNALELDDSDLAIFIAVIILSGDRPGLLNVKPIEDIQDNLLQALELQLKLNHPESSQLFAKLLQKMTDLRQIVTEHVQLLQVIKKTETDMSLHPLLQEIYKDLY
# Efa HMGR inh: blocks class II HMG-CoA reductase of Enterococcus faecalis | purified E. faecalis HMGR, NADPH absorbance 340 nm kinetic | inhibition, % at 10 µM | actives 0.41% (n = 190,000) | AID 1066;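 active = inhibition above a set limit, the median over all tested compounds plus 3 SD, cut at about 9.5% in these data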;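 note: enzyme runs in reverse so mevalonate oxidation gives rising NADPH absorbance; 0% = complete reaction with DMSO and 100% = background rate lacking mevalonate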
# TNAP inh noacc: TNAP (human) inhibition, acceptor-free conditions. P05186. purified TNAP, CDP-star luminescence, 30 min. inhibition, % at 20 µM. actives 0.26% (n = 200,000). AID 1012;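 active = tissue-nonspecific alkaline phosphatase inhibition above about 50% at 20 µM in the single-dose screen, limit read from the data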;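 note: 0% = DMSO negative control and 100% = EDTA positive control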
# Target sequence (P05186 whole entry, looked up): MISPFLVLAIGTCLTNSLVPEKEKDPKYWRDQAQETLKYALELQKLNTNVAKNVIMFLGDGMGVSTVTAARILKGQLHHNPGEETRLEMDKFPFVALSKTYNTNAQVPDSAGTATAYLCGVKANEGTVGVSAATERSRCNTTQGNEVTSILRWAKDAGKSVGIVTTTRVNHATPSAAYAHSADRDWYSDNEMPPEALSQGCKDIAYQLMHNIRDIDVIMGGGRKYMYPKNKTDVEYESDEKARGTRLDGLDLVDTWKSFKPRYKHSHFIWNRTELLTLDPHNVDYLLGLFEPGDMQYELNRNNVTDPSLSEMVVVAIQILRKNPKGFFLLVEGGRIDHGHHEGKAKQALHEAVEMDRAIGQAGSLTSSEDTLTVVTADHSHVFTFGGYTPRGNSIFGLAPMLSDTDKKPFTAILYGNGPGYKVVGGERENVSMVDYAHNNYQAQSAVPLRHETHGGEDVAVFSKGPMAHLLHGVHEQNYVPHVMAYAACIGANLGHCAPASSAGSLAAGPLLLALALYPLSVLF
# bIAP activator: increases bovine intestinal alkaline phosphatase activity; purified bovine IAP, CDP-star luminescence, 30 min; stronger effect = higher value; fold of DMSO-control signal, blank-subtracted; activation factor at 20 µM; actives 0.17% (n = 200,000); AID 1016;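 active = activation factor of 2 or more at 20 µM, a signal rise over negative controls twice the positive control's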
# bIAP inhibitor: intestinal alkaline phosphatase (bovine) inhibition. purified bovine IAP, CDP-star luminescence, 30 min. 190,000 tested, under 10 active. inhibition, % at 20 µM;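 active = over 50% inhibition of intestinal alkaline phosphatase at 20 µM in the single-dose screen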
#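 System: purified bovine intestinal alkaline phosphatase (IAP) enzyme; Input: IAP diluted 1/65,000,000 in the well; Measured by: CDP-star luminescence signal; Compound dosing: 20 µM single dose; Incubation: 30 min reaction at room temperature.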
# TNAP act hi DEA: increases human TNAP activity under high phosphate acceptor concentration; purified TNAP, CDP-star luminescence, 1 M DEA, 30 min; stronger effect = higher value; 0 = EDTA background, 1 = DMSO-only activity; activation factor at 20 µM; 200,000 tested, under 10 active; AID 1136;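 active = activation factor at least 2 at 20 µM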
#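 Control set: EDTA negative control, DMSO positive control / Assay system: human TNAP / Quantity: TNAP 1/800 final / Evaluation: TNAP activation factor scaled between EDTA and DMSO control wells / Measured by: luminescent substrate turnover signal / Compound dosing: one dose, 20 µM / Times: 30 min enzyme reaction at room temperature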
# TR-FRET SRC-2 ct: counter-screen for PPARgamma SRC-2 recruitment agonists: TR-FRET artefact; stronger effect = higher value; TR-FRET ratio at 8 µM; actives 0.4% (n = 200,000); in the data active = TR-FRET ratio above about 2000; note: inactives centre near 1500
# PPARg SRC-3 ag: promotes SRC-3 coactivator recruitment by human PPARgamma; actives 0.26% (n = 200,000); P37231; biochemical PPARgamma/SRC-3 coactivator recruitment assay; activation, % at 8 µM; in the data active = activation above about 23%;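 note: 0% = DMSO and 100% = reference agonist; some compounds past the cut are filed as inactive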
# PPARg SRC2 recr: agonists of SRC-2 recruitment by human PPARgamma. P37231. PPARgamma LBD-SRC-2 recruitment, biochemical. activation, % at 8 µM. actives 0.34% (n = 200,000). AID 1032; in the data active = activation above about 22%;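 note: 0% = vehicle and 100% = reference agonist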
# TNAP inh hiacc: TNAP (human) inhibition, high acceptor. purified TNAP, CDP-star luminescence, 1 M DEA. inhibition, % at 20 µM. actives 0.03% (n = 200,000);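 active = over 50% inhibition of tissue-nonspecific alkaline phosphatase at 20 µM in the single-dose screen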;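 note: plate controls were DMSO wells for no effect and EDTA-quenched wells as full inhibition for full effect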
# Starred values were filed as active, the others as inactive.
SMILES,PPARg SRC1 recr,Efa HMGR inh,TNAP inh noacc,bIAP activator,bIAP inhibitor,TNAP act hi DEA,TR-FRET SRC-2 ct,PPARg SRC-3 ag,PPARg SRC2 recr,TNAP inh hiacc
CCOC(=O)N1CCN(Cc2cn[nH]c2-c2cccc3ccccc23)CC1,1,0,7,1.1,-5,1,1495,-4,0,1
Cc1cc2ncn(/N=C/c3ccc([N+](=O)[O-])s3)c2cc1C,12,-8,2,1.1,-8,0.9,1726,3,7,10
C=CCNc1ccc(F)c(F)c1N1CCCCCC1=O,4,-2,-15,1,4,1.1,1511,1,-5,-5
COc1ccc(OC)c(C(=O)CN2CCN(S(=O)(=O)c3ccc(Br)cc3)CC2)c1,-2,-4,-3,1,-1,1,1594,-6,13,-1
Cc1ccc(OCc2nnc(SCc3nc4ccccc4[nH]3)n2Cc2ccco2)cc1,-2,-4,-32,1.5,-46,1.1,1479,4,-2,-11
Cc1ccc(N2OC3C(=O)NC(=O)C3C2c2ccco2)cc1 (centres undefined),9,-1,-4,1,1,1,1630,7,10,-2
Cc1cc(SCC(=O)c2cc3ccccc3o2)nc2ccccc12,3,1,-1,0.8,22,1,2575*,2,4,-4
CCS(=O)(=O)NCCc1csc(-c2ccccc2)n1,4,3,-10,1.1,-8,1,1556,-5,3,0
COc1cc(-c2nnc(COc3ccc(Cl)cc3C)o2)cc(OC)c1OC,6,0,-17,1,5,1,1658,-4,5,0
CN(CC(=O)N1CCc2ccccc21)S(=O)(=O)c1cccs1,-4,-7,-17,0.9,14,1,1535,0,0,-5
CCOc1ccc(S(=O)(=O)N(CC)CC)cc1NS(=O)(=O)c1ccc(F)c(F)c1F,-8,-3,-8,1.1,-6,1,1538,-2,-9,3
Cc1cc(SCC(=O)Nc2cccc(S(=O)(=O)N3CCOCC3)c2)nc2ccccc12,1,-14,-3,1,-3,1,1663,3,-4,-2
Cc1c(CNC2CCC(C)CC2)c(C(=O)O)c(C)n1Cc1ccccc1 (centres undefined),7,2,26,1,4,1,1749,-3,10,-1
O=C(O)Cc1ccc(NC(=O)c2cnccn2)cc1,-3,0,-10,1.1,-8,1,1593,0,0,0
Cc1cc(C)nc(N2CCCC(C(=O)NCC(c3ccccc3)c3ccccc3)C2)n1 (centres undefined),-1,0,-4,1.2,-17,1,1437,-12,-4,4

# The last 2 records of the part before are carried over, then new ones follow.
SMILES,PPARg SRC1 recr,Efa HMGR inh,TNAP inh noacc,bIAP activator,bIAP inhibitor,TNAP act hi DEA,TR-FRET SRC-2 ct,PPARg SRC-3 ag,PPARg SRC2 recr,TNAP inh hiacc
O=C(O)Cc1ccc(NC(=O)c2cnccn2)cc1,-3,0,-10,1.1,-8,1,1593,0,0,0
Cc1cc(C)nc(N2CCCC(C(=O)NCC(c3ccccc3)c3ccccc3)C2)n1 (centres undefined),-1,0,-4,1.2,-17,1,1437,-12,-4,4
CCN(C(=O)c1cc(Cl)ccc1OC)c1ccccc1,2,2,-12,1,2,1,1586,-1,0,-4
CCCCCC(=O)NNC(=O)c1c(O)c2ccccc2n(CC)c1=O,-7,-3,-58,1,1,1.1,1697,-1,4,-5
S=C(Nc1ccc2nsnc2c1)N1CCCCC1,17,-2,-12,0.9,5,1.1,1710,9,22*,-8
Cc1cc(=S)cc(C)n1CCCn1ccnc1,5,1,2,0.8,21,1,1588,2,0,3
O=c1c(Cl)c(NCC2CCCO2)cnn1C12CC3CC(CC(C3)C1)C2 (centres undefined),3,-1,-8,0.9,8,1,1652,4,1,2
CC1=Nn2c(nnc2-c2ccccc2)SC1,3,-1,-15,0.9,7,1.1,1493,8,15,-7
O=C(CCSc1nnc(-c2ccc(O)cc2)o1)N1CCOCC1,-1,-3,-9,1.1,-8,1,1445,4,1,-4
O=C(CN1CCN(Cc2ccc3c(c2)OCO3)CC1)N1CCc2[nH]c3ccc(F)cc3c2C1,8,-2,-5,1.1,-10,1,1662,2,10,-4
CCn1cc(/C=N\NC(=O)C2(C)CC2(Cl)Cl)c(C)n1 (centres undefined),2,1,-2,0.9,7,1,1526,-4,4,1
O=S(=O)(NCc1ccccn1)c1ccc(Cl)c(C(F)(F)F)c1,4,2,-25,1,3,1,1526,4,8,-2
Cn1c(=O)[nH]c2cc(Cl)cnc21,6,0,47,0.9,8,1,1526,3,4,0
COc1ccc(C2C(C#N)=C(N)N(c3ccccc3C#N)C3=C2C(=O)CCC3)cc1CN1CCCC1 (centres undefined),-3,2,-2,1.1,-8,1,1610,5,10,-3
O=C(NCCCN1CCOCC1)C(=O)N/N=C/c1ccccc1,3,-6,-11,0.9,13,1,1451,1,7,0
O=C(Cn1c(CO)nc2ccccc21)Nc1cc(C(F)(F)F)ccc1N1CCOCC1,3,-5,2,1,5,1,1535,-3,-5,-4
O=C(NC1CCCCNC1=O)c1ccc(Cl)cc1 (centres undefined),4,-2,-12,1,4,1.1,1383,-8,9,-10
COc1cc(NC(=S)NC(=O)c2ccccc2F)ccc1NC(=O)c1cccs1,3,-5,-4,1.1,-12,1.1,1601,3,12,-6
CC(C)OCCCNC(=O)CNC(=O)c1cccs1,1,-3,-14,0.9,6,1.1,1534,-10,-8,-5
CCC(C)NC(=O)c1c(F)c(F)c(F)c(F)c1F (centres undefined),-2,0,-4,0.9,8,1,1535,-3,1,3
COc1ccc(/C=C/C(=O)Nc2cc(S(=O)(=O)N3CCCCC3)ccc2N2CCCCC2)cc1OC,11,-4,-7,0.9,13,1.1,1697,1,4,-7
COc1cc(C=O)ccc1OCCOCCOc1ccccc1Cl,4,-6,-4,1,-1,1,1715,4,12,0
CC(=O)c1cccc(NC(=O)CC2Oc3ccc(C)cc3NC2=O)c1 (centres undefined),-4,-6,-13,1,3,1,1516,-5,-1,-1
Cc1csc(SCC(=O)NCCc2ccc(Cl)cc2Cl)n1,2,-7,-1,1,-2,1,1713,-1,3,-3
O=C(/C(=C/c1ccc(Cl)cc1)c1nc2ccccc2[nH]1)c1ccccc1,0,-29,-2,0.9,6,1,1477,6,9,-1
COc1cc(OC)c(-c2c3cc(O)c(=O)cc-3oc3cc(O)c(O)cc23)cc1OC,1,-1,-325,1,-2,0.8,1611,3,8,22
O=C(COc1cc(O)c2c(=O)cc(-c3ccccc3)oc2c1)c1ccccc1,2,-2,1,0.8,22,1,1629,11,12,1
Cc1oc(-c2cccc(C(F)(F)F)c2)nc1CN1CCN(c2ccccn2)CC1,1,1,-5,1,2,1.1,1610,5,5,-7
COC(=O)CNC(=O)C(Cc1ccccc1)NS(=O)(=O)c1ccc2c(c1)c(=O)n(C)c(=O)n2C (centres undefined),11,-2,-10,1,-5,1.1,1647,0,8,-8
CC(=O)Nc1ccc(NC(=O)COC(=O)c2ccco2)cc1,2,-1,-7,1,3,1,1368,1,-5,-2
Cc1ccc(N=C2NC(=O)c3cc([N+](=O)[O-])ccc32)cc1,3,-3,-1,0.9,10,0.9,1601,5,0,6
Cc1cc(NC(=O)c2cccc(N3C(=O)CCC3=O)c2)no1,3,-6,-6,1,0,1,1472,-6,-8,-1
CCO[C@H]1OC(C(=O)NCc2nc3ccccc3[nH]2)=C[C@@H](c2ccc(C(F)(F)F)cc2)[C@@H]1CCCO,0,-3,-12,1.4,-36,0.8,1595,3,-5,22
Cc1ccc(N2C(S)=C(C#N)C(=O)NC2c2ccco2)cc1 (centres undefined),-4,-4,-16,1.1,-10,1.1,1558,5,-3,-6
CCOCC(=O)Nc1cc(C(=O)Nc2cc(C)cc(C)c2)ccc1Cl,6,3,-12,1,3,1.1,1628,1,-3,-6
N#CCCN(C(=O)COc1ccc(Br)cc1F)c1ccc(F)cc1,4,2,-7,1,-3,1,1587,3,5,-2
Cc1cc(C)c(NC(=O)C[N+](C)(C)CC(O)COc2cccc3ccccc23)c(C)c1 (centres undefined),1,-4,20,1,0,1,1647,4,15,-1
NS(=O)(=O)c1ccc(S(=O)(=O)N2CCCC2)cc1,-3,0,-10,0.9,8,1,1253,-5,-2,-4
Cc1ccc(C)c(N2CCN(C(=O)C3CCCN(S(=O)(=O)c4c(C)noc4C)C3)CC2)c1 (centres undefined),-1,-9,3,1,1,1,1445,2,13,-4
CCSC1=C(C#N)C2(CCCCC2)C2=C(CC(C)(C)CC2=O)N1,4,0,-10,0.9,8,1,1692,2,5,-4
CC(=O)Nc1cccc(OCC(=O)NS(=O)(=O)c2ccc(C)cc2)c1,2,-4,-11,0.9,8,1,1336,-7,1,-2
Cn1c(N)c(C(=O)COC(=O)C2CCCCC2)c(=O)n(C)c1=O,-3,-5,-17,1,2,1.1,1523,-3,12,-7
Cc1ccc(-c2n[nH]c(=S)n2/N=C/c2c(C)nn(-c3ccccc3)c2C)cc1,-1,-5,-50,0.9,12,1,1572,-1,-2,2
CC1CC(c2ccccc2)n2nc(N3C(=O)c4ccccc4C3=O)nc2N1 (centres undefined),-1,-4,-8,0.9,9,1,1565,3,2,-2
O=C(COC(=O)c1ccc2c(c1)OCO2)NC1CCS(=O)(=O)C1 (centres undefined),0,-3,-16,1,4,1,1278,-5,5,-2
COc1ccc(Cc2nnc(NC(=O)c3cccc([N+](=O)[O-])c3)s2)cc1,-1,-4,2,0.8,24,1,1455,-1,-10,-3

# Record cards, as listed above. Order of screens: PPARg SRC1 recr | Efa HMGR inh | TNAP inh noacc | bIAP activator | bIAP inhibitor | TNAP act hi DEA | TR-FRET SRC-2 ct | PPARg SRC-3 ag | PPARg SRC2 recr | TNAP inh hiacc
# Entry for `Cn1c(=O)[nH]c2cc(Cl)cnc21` → 6 | 0 | 47 | 0.9 | 8 | 1 | 1526 | 3 | 4 | 0
# Entry for `O=C(NCCCN1CCOCC1)C(=O)N/N=C/c1ccccc1` → 3 | -6 | -11 | 0.9 | 13 | 1 | 1451 | 1 | 7 | 0
# Entry for `NS(=O)(=O)c1ccc(S(=O)(=O)N2CCCC2)cc1` → -3 | 0 | -10 | 0.9 | 8 | 1 | 1253 | -5 | -2 | -4
# Entry for `CCSC1=C(C#N)C2(CCCCC2)C2=C(CC(C)(C)CC2=O)N1` → 4 | 0 | -10 | 0.9 | 8 | 1 | 1692 | 2 | 5 | -4
# Entry for `O=c1c(Cl)c(NCC2CCCO2)cnn1C12CC3CC(CC(C3)C1)C2` (centres undefined) → 3 | -1 | -8 | 0.9 | 8 | 1 | 1652 | 4 | 1 | 2
